Screening results (PubChem BioAssay)
RmlCD inh mix: mixture blocks RmlC and RmlD coupled enzyme activity. RmlC/RmlD coupled enzyme inhibition, 384-well mixture HTS. inhibition, % at 5.5 µM. 110,000 compounds, 0.39% hits. AID 1532; in the data active = inhibition above about 30%, passing the limit was not always enough; inconclusive = no clear call, values can overlap the other calls; also: strong numbers were not always called active
RT RNaseH block: blocks HIV-1 RNase H cleavage of RNA/DNA duplex; P04585; RT-RNase H RNA/DNA duplex cleavage, fluorescence; inhibition, % at 10 µM; 65,000 compounds, 1.9% hits; AID 565; in the data active = inhibition above about 50%
An asterisk follows results filed as active; i = inactive; ? = inconclusive; · = not tested or not shown.

smiles | RmlCD inh mix | RT RNaseH block
CCS(=O)CCSc1nc2ccccc2s1 (centres undefined) | 3.8 | ·
O=C(Nc1nc(-c2ccc(S(=O)(=O)N3CCCCCC3)cc2)cs1)c1ccccc1 | 1.8 | ·
COc1ccc(NC(=O)Cc2cccs2)c(OC)c1 | 8.3 | -1.7
C=CCN=C1CC(C)(C)CC(=O)/C1=C(/O)CCC(=O)OC | -8.5 | -9.1
CCCCCCn1c(SCCN2CCOCC2)nc2c1c(=O)[nH]c(=O)n2C | 2.1 | 27.8
C=CCn1c(=N)c(C#N)cc2c(=O)n3ccccc3nc21 | 16.1 | ·
CCOC(=O)c1c(NC(=S)NC(=O)c2cnn(CC)c2)sc2c1CCC(C)C2 (centres undefined) | -15.2 | ·
CCn1c(C)c2c([n+]1CC)CC(C)(C)CC2=O | -4.3 | ·
c1cnc(Oc2ccc3oc4ccccc4c3c2)nc1 | -13.7 | -23.3
CCOC(=O)CS(=O)(=O)c1ccc2ccccc2c1 | 7.4 | -62.9
CCOC(=O)CN1C(=O)C(Sc2n[nH]c(-c3ccc(C)cc3)n2)CCc2ccccc21 (centres undefined) | -3.3 | ·
CSc1nn(CCc2ccncc2)c(=S)s1 | 3.7 | -27.1
O=C(/C=C/Nc1ccccc1)c1ccc(Oc2ncccn2)cc1 | -7.9 | ·
Cc1csc2nc(CNS(=O)(=O)c3ccc(-c4ccccc4)cc3)cn12 | -11.4 | -8.9
CCCCNC(=O)c1cc2c(=O)n3cccc(C)c3nc2n1C | · | 33.4
O=C(C1CCN(S(=O)(=O)c2ccc3ccccc3c2)CC1)N1CCN(c2ncccn2)CC1 | 5.1 | -2.2
COc1ccc(C2NC(=O)NC(C)=C2C(=O)OCc2ccc3c(c2)OCO3)cc1OC (centres undefined) | 10.2 | ·
CC(=O)Nc1ccc(S(=O)(=O)N2CCN(C(=O)c3cccnc3)CC2)cc1 | 0.1 | ·
CCOC(=O)C1CCN(C(=O)COc2ccc(Cl)cc2)CC1 | 8.7 | ·
O=C(CN1C(=O)NC2(CCc3ccccc32)C1=O)c1ccc2c(c1)OCCO2 (centres undefined) | 1.8 | 5.2
CCc1ccc(N(CC(=O)Nc2nc3ccc(C)cc3s2)S(=O)(=O)c2c(C)noc2C)cc1 | 6.1 | ·
O=C(Nc1ccc(-c2csc(Nc3ccc(Cl)cc3)n2)cc1)c1cc([N+](=O)[O-])cc(C(F)(F)F)c1 | 2.3 | ·
CC1CCCC(NC(=O)COC(=O)c2ccc(N(C)C)cc2)C1C (centres undefined) | -8.7 | ·
O=C(NC(Cc1c[nH]c2ccccc12)c1nnc2n1CCCCC2)c1cccs1 (centres undefined) | 6.8 | -5.1
COC(=O)C1=C(C)NC(=O)C1(NC(=O)c1cccnc1)C(F)(F)F (centres undefined) | · | -9.7
COc1cc(OC)c(-c2nnc(-c3ccc(OC)c(OC)c3OC)o2)cc1OC | 28.1 | -22.8
COc1cccc(-n2nnc3c(=O)n(Cc4c(F)cccc4Cl)cnc32)c1 | 1.0 | -4.1
COC(=O)[C@@H]1C[C@@]2(O)[C@@H](O)[C@@H](O)[C@@H](O)C[C@H]2N1Cc1ccc(Cl)cc1 | -8.7 | ·
CC(=O)C(Sc1ccc2nnc(-c3ccncc3)n2n1)C(C)=O | -23.2 | -3.7
Cc1ccc(OCC(=O)N2CCN(c3ccc([N+](=O)[O-])c(N4CCOCC4)c3)CC2)cc1 | -11.2 | ·
COc1ccc(CCNC(=O)CSc2nc(C)nc3c2oc2ccccc23)cc1OC | 3.2 | -2.1
CCN1CCN(CC(=O)Nc2ccc(C)cc2C)C(=O)C1=O | 4.9 | -5.2
CNC(=O)CSCc1cnn(-c2ccccc2)c1-n1cccc1 | 14.3 | ·
CCCNC(=O)CCC(NS(=O)(=O)c1ccc(C)cc1)C(=O)NCCC (centres undefined) | 0.4 | -11.8
CCCCC(=O)Nc1nnc(SCC(=O)NC2CCCC2)s1 | i | ·
NC(=O)c1cn(-c2ccccc2)nc1-c1cc2ccccc2oc1=O | -9.3 | ·
COc1ccc(NC(=O)Cn2cnc3c(cnn3-c3ccc(C)c(C)c3)c2=O)c(OC)c1 | -44.4 | -0.8
CCOC(=O)C[C@H]1c2ccccc2S(=O)(=O)N1Cc1cc(OC)c(OC)c(OC)c1 | 3.4 | ·
Cc1oc2ccc(OCC(N)=O)cc2c1C(=O)OC(C)C | -8.2 | -16.5
CC(c1ccccc1F)n1cc(C(=O)NCc2ccncc2)nn1 (centres undefined) | -10.8 | -15.8
O=C(O)C1=C[C@H](c2coc3ccccc3c2=O)C[C@H](OCc2ccc(CO)cc2)O1 | 0.9 | ·
Cc1cc(NC(=O)COC(=O)c2cccc(OCc3ccccc3)c2)no1 | 3.1 | ·
O=C(Cn1cnc2c(nnn2Cc2ccc(F)cc2)c1=O)NC1CCCC1 | 10.3 | -11.2
COc1ccc(S(=O)(=O)NCc2ccco2)c2ccccc12 | 6.9 | -37.6
CCOC(=O)C1CCCN(Cc2ccc(O)c(OC)c2)C1 (centres undefined) | -24.5 | 11.3
O=C(NCCc1nc(-c2ccccc2)no1)c1ccccc1 | 9.3 | ·
OC(c1ccc(Cl)cc1Cl)C(Cc1cccnc1)n1cncn1 (centres undefined) | -18.9 | 0.7
CCOC(=O)c1ccc(COC(=O)CCc2nc(-c3ccccc3)c(-c3ccccc3)o2)cc1 | -13.0 | ·
CC1(C)CC(=O)C(C=NCCN2CCNC2=O)=C(O)C1 | · | 0.4
Cn1c(=NC(=O)C2CCN(S(=O)(=O)c3cccs3)CC2)sc2ccccc21 | 4.8 | 4.4

Later entries
smiles | RmlCD inh mix | RT RNaseH block
Cc1ccccc1NC(=O)CCC(=O)OCCCC(F)(F)C(F)(F)F | 8.7 | -9.1
CC(C)(C)NC(=O)/C=N/O | · | -5.0
CC(C)CN(CC(C)C)S(=O)(=O)N1CCC(C(=O)NCc2ccccn2)CC1 | 1.0 | -6.0
COc1cccc(NC(=O)CSc2nc(N)cc(N)n2)c1 | 7.8 | -20.8
O=C(NC(C(=O)c1ccccc1)n1ccc(=O)[nH]c1=O)c1ccccc1 (centres undefined) | 4.3 | -0.5
NC(=O)c1oc2ccc(Cl)cc2c1N | 9.9 | -11.6
Cc1n[nH]c(C)c1C(=O)CC1(O)C(=O)N(Cc2ccccc2)c2ccc(Br)cc21 (centres undefined) | 6.4 | ·
CCCc1nc2oc3c(NCC4CCCO4)ncnc3c2c2c1COC(C)(C)C2 (centres undefined) | 0.1 | -8.8
O=C(COc1ccccc1)Nc1ccc(S(=O)(=O)N2CCCC2)cc1 | 4.7 | 0.1
O=C(CN1C(=O)C2CC=CCC2C1=O)Nc1ccc(-c2nnc3n2CCCCC3)cc1 (centres undefined) | 52.4 | 5.9
CC(C)(C)C(=O)Nc1ccc(Oc2ccc3c(c2)C(=O)N(c2ccc(O)cc2)C3=O)cc1 | -10.9 | ·
CC1CCC(NC(=O)C2c3ccccc3C(=O)N2CCCN2CCOCC2)CC1 (centres undefined) | -21.3 | -15.1
N=c1n(CCN2CCCCC2)c2ccccc2n1CC(O)c1ccc(Cl)c(Cl)c1 (centres undefined) | -13.1 | ·
COc1cc(C(=O)Nc2cc(C)ccn2)cc(OC)c1OC | -178.1 | -4.0
O=C(CSc1ncccn1)NCc1ccccc1 | -9.5 | 3.7
O=C(c1ccco1)N1CCN(S(=O)(=O)c2ccc(Cl)s2)CC1 | 10.8 | ·
Cc1nn(-c2ccccc2)c2c1C(c1cccnc1)N1C=C(S(=O)(=O)N3CCCCC3)C=CC1=N2 (centres undefined) | 5.0 | -9.5
CC1(C)CC(=O)C2=C(C1)Oc1ncn(CCCn3ccnc3)c(=N)c1C2c1ccccc1 (centres undefined) | 9.1 | 6.6
COC(=O)[C@H](C)NC(=O)NC(C)CCc1ccccc1 (some centres undefined) | -15.0 | ·
COc1ccc(C(=O)CC2OC(=O)c3ccccc32)cc1OC (centres undefined) | 0.6 | ·
Cc1cc(N)n2nc(-c3ccccc3)cc2n1 | · | -2.5
CCOC(=O)c1ccc(NC(=O)c2nc[nH]c2C(=O)NCc2ccccc2)cc1 | -6.1 | ·
COc1ccc(C2SCC(C(=O)NCc3ccc(F)cc3)N2C(C)=O)cc1 (centres undefined) | 8.3 | ·
O=C(CSc1ccccn1)Nc1ccc(Br)cn1 | -3.2 | -23.4
NC(=O)OCCSc1nnc(-c2cccc(C(N)=S)c2)o1 | 4.4 | -4.3
Cc1ccc(-n2nc(C)c3c2OC(N)=C(C#N)C3c2ccc(F)cc2)cc1 (centres undefined) | 3.0 | 40.2
CC1OC2C(OC1C)N(S(C)(=O)=O)CCN2S(C)(=O)=O (centres undefined) | -11.4 | -15.5
O=C(Nc1nc(-c2ccco2)cs1)c1ccccc1 | -1.2 | -11.6
CC(=O)Nc1ccccc1OCC(=O)c1cc(C)n(Cc2cccs2)c1C | -18.5 | 30.1
CCn1c(O)c(C=NCc2cccs2)c(=O)[nH]c1=O | -7.1 | -7.7
N#Cc1nc(-c2ccc(OCc3ccccc3)cc2)oc1N1CCOCC1 | -47.3 | -0.1
COc1ccc(-c2cc(C(=O)OCC(=O)N(C)C)c3ccccc3n2)cc1 | -9.8 | -19.5
CCOC(=O)COc1cc2c(C(=O)OCC)c(C)oc2cc1Br | 7.6 | 3.2
CC(C)C[C@H](NC(=O)Nc1cccc(Cl)c1)C(=O)O | -8.1 | -2.9
O=C1c2ccccc2-c2nc3ncnn3c(-c3ccccc3Cl)c21 | 9.7 | -14.2
CC(C)N(Cc1cc2ccccc2[nH]c1=O)C(=O)C1CCCCC1 | 3.8 | -6.4
O=C(O)CC1SC(=Nc2cccc(O)c2)NC1=O (centres undefined) | ? | 1.5
CCCn1c(=O)[nH]c(=O)c2c1nc(-c1ccccc1OC(F)F)n2CCOC | 12.5 | -20.4
O=C1C=CC(O)(c2cc(=O)c3c(O)cc(O)cc3o2)C=C1 | -10.1 | ·
CCOc1ccc2c(C)c(C)c(=O)oc2c1OCC | -4.7 | ·
O=C(Cn1cc2c(n1)CCCCC2)NCCN1CCOCC1 | -3.7 | -5.6
Cc1cc(C)n2nc(C(=O)NC(C)(C)C)nc2n1 | -4.6 | ·
COc1ccc(S(=O)(=O)n2nc(OC(C)=O)cc2N)cc1 | 7.1 | ·
CCCCN1C=C(C(=O)OC)C(c2ccccc2C(F)(F)F)C(C(=O)OC)=C1 | -75.5 | ·
COc1ccccc1-c1c(C)nn2c(N3CCN(c4ccccc4OC)CC3)cc(C)nc12 | -2.8 | -7.2
Nc1nc(CN2CCCCCC2)nc(Nc2ccc(F)cc2)n1 | -3.8 | ·
CC(C)COC(=O)NCCCOC(=O)Nc1ccccc1 | 1.4 | -13.8
COc1ccc(NC(=O)c2cc(C(C)C)on2)cc1OC | 13.0 | -2.7
O=C(c1coc(=O)c(Br)c1)N1CCOCC1 | 14.8 | 61.5*
C=CCSc1nc(N)c(C(=O)Nc2ccccc2C)cc1C(N)=O | 4.0 | -0.1

(continued)
smiles | RmlCD inh mix | RT RNaseH block
COc1ccccc1NS(=O)(=O)c1cccc2cccnc12 | -12.9 | -76.5
CCc1ccc(-n2c(CSc3nnnn3-c3ccccc3)nc3ccccc3c2=O)cc1 | -1.9 | ·
COC(=O)c1cccc(NC(=O)c2nn(C(C)C)c(=O)c3ccccc23)c1 | 7.0 | 0.1
COc1ccc(-c2cc3ccccc3oc2=O)cc1NC(=S)NC(=O)c1ccc2c(c1)OCCO2 | -42.2 | ·
Cc1nn(Cc2ccccc2)c(C)c1NC(=O)CSc1nc(C2CC2)nc2c1cnn2-c1ccccc1 | -17.4 | ·
CCOC(=O)N(Cc1ccccc1)C(C(=O)O)C(C(=O)O)N(Cc1ccccc1)C(=O)OCC (centres undefined) | -6.6 | -3.7
CC12CCC(C(=O)NCc3cccnc3)(OC1=O)C2(C)C (centres undefined) | 6.9 | -5.7
CNc1nc(C)c(C(=O)OCC(=O)OC)s1 | 13.6 | -0.8
COc1ccc(OC)c(NC(=O)CSC2=NCCS2)c1 | -18.3 | -41.1
CC1(C(=O)O)CC(C)(C(=O)O)CC(C)(C(=O)O)C1 (centres undefined) | · | -9.3
CCCN1C[C@H](CSC)C[C@@H]2c3cccc4[nH]cc(c34)C[C@H]21 | -13.6 | ·
CCOc1ccc(C2(C#N)CC[N+](C)(C)CC2)cc1 | -6.5 | ·

Only part of the results is shown; rates above refer to the full screens.
